All columns: NCI-60 one-dose screen, growth in % after 48 h at 10 µM unless noted; 100 = growth as untreated, 0 = no growth, -100 = all killed.
SR – SR leukemia cells. 73,000 compounds, 8.7% hits. AID 1794780
K-562 – K-562 leukemia; AID 1794777; 78,000 compounds, 7.4% hits
CCRF-CEM – CCRF-CEM leukemia | 77,000 compounds, 7% hits
MOLT-4 – MOLT-4 leukemia cells; AID 1794779; 80,000 compounds, 6.9% hits
RPMI-8226 – RPMI-8226 leukemia cells | AID 1794781 | 77,000 compounds, 7.5% hits
HOP-62 – HOP-62 NSCLC; 80,000 compounds, 3.9% hits; AID 1794735
EKVX – EKVX NSCLC; 71,000 compounds, 3% hits
HOP-92 – HOP-92 NSCLC cells; 71,000 compounds, 6.3% hits; AID 1794738
* marks the source's active call; other numbers are inactive results; . = not tested or not shown; & = joins results of further samples; ! = not active in a repeat. Rule for the calls: active = growth percent below 10; inactive = the rest. No enrichment for hits; 13% or so of the library scored in one or more.

SMILES,HOP-92,HOP-62,SR,K-562,EKVX,CCRF-CEM,MOLT-4,RPMI-8226
Cc1[nH]ccc2cc3nc4ccccc4c3cc12,32,34,3.3*,12,31,17,8.6*,16
CCN(CC)CCNc1nc(NN2C(=O)c3cccc4cccc(c34)C2=O)nc(N2CCOCC2)n1,98,94,.,94,89,102,100,100
COc1ccc2[nH]cc(-c3nn4cc(-c5ccncc5)nc4s3)c2c1,29,70,61,29,55,38,50,44
NC(=S)N/N=C(\c1ccc(Br)cc1)C1CC1,93&83,87&96,88,43&38,68&58,56&53,45&38,61&71
NNC(=O)C1CC(O)Cc2cc(Cl)ccc2N1 (stereo unspecified),100,107,108,110,102,92,102,101
O=C(CCc1ccc(O)cc1)N/N=C/c1ccc2c(c1)OCO2,113,103,80,41,126,54,99,93
COc1ccc(C=Nc2ccccc2O)cc1,88,103,92,70,.,88,79,60
O=C(Cn1cc(CN2C(=O)c3ccccc3S2(=O)=O)nn1)N1CCN(c2ccccc2)CC1,117,102,102,102,103,123,108,114
Cc1c([N+](=O)[O-])cc(C(=O)Cl)cc1[N+](=O)[O-],83,109,92,90,.,.,88,99
C=C(C)[C@@H]1CC[C@]2(C)[C@H](CC=C3[C@@H]4[C@@H](C)[C@H](C)CC[C@]4(C=O)CC[C@]32C)[C@@]1(C)CCCN,.,99,21,42,104,83,80,86
C=CCn1c(-c2cc3ccc2CCc2ccc(cc2)CC3)n[nH]c1=S,88,101,106,92,99,96,100,91
COc1nc2c(c(=O)n1C)CN(c1ccccc1)C(C)=N2,149,101,87,91,105,95,92,80

The listing continues.
SMILES,HOP-92,HOP-62,SR,K-562,EKVX,CCRF-CEM,MOLT-4,RPMI-8226
c1ccc2c(c1)ccc1c2ccc2c3ccccc3ccc21,91,81,100,99,64,95,102,74
CN1CCC2CC1c1cc(-c3ccc(C(F)(F)F)cc3)ccc12 (stereo unspecified),68,94,115,119,101,.,120,83
COc1ccccc1C(=O)O,.,97,127,131,102,123,124,122
O=C(c1ccccc1)C(CN1CCCCC1)c1ccccc1 (stereo unspecified),-12*,68,-3.6*,0.2*,94,-20*,0.1*,.
O=C1Nc2ccccc2/C1=N/N=C/c1cccnc1,97,98,90,93,81,102,99,.
Cc1nn(-c2nc(-c3ccccc3)c(C#N)c(=O)n2C)c(C)c1N=Nc1c(C)n(C)n(-c2ccccc2)c1=O,76,92,109,96,108,85,121,74
CCOC(=O)C1=CN(C)C=C(C(=O)OCC)C1c1cc(Br)c(OCC)c(OC)c1,2.9*,56,-0.6*,-20*,.,33,28,8.9*
CCOc1ccc2c(c1)/C(=C\C=C\C1CC(C)C3CC(OCC)CCC3N1CC)CC(C)N2CC (stereo unspecified),.,12,-48*,4.6*,.,-40*,-42*,-52*
NC(=O)c1ccccc1N,97,90,121,123,97,100,116,.
NS(=O)(=O)Oc1cccc(NC(=O)C23CC4CC(CC(C4)C2)C3)c1,114,107,89,95,94,105,96,.
O=C(NNC(=O)c1cccc(Cl)c1)c1ccccc1,.,109,86,114,103,98,100,101
COc1ccc(-c2nnc(-c3cccnc3)o2)cc1,119,107,92,100,105,108,105,104

Next part:
SMILES,HOP-92,HOP-62,SR,K-562,EKVX,CCRF-CEM,MOLT-4,RPMI-8226
O=c1oc(-c2ccc(Cl)cc2[N+](=O)[O-])nc2ccccc12,90,96,131,98,.,94,107,95
CN(C)c1ccc(/C=C\C(=O)c2ccccc2)cc1,86&100&103,101&102,3.1*!,43&27&15,105,74&65&70,72&85&74,70&77&73
CCCC(NC(=O)CNC(=O)c1cccc(N2C(=O)/C(=C/c3ccccc3)SC2=S)c1)C(=O)O (stereo unspecified),91,102,.,92,94,97,98,95
O=c1[nH]cnc2c1ccn2C1OC(CO)C(O)C1O (stereo unspecified),8.5*,77,58,65,79,64,54,58
CCOC(=O)c1cc2c(n1Cc1ccc(OC)cc1)-c1nc(OC)c(S(=O)(=O)c3ccccc3)cc1CCC2,62,88,82,73,.,89,76,57
CCCCCCc1cn(CC(=O)Nc2nc3ccccc3s2)nn1,95,102,103,97,89,98,104,103
O=C(NNc1nc2cc(F)ccc2n2c(CN3CC4CNCC4C3)ccc12)c1ccncn1 (stereo unspecified),34,38,.,.,13,13,.,22
O=C(O)C(c1ccc(Cl)cc1)c1ccc(Cl)cc1,81,95,104,112,95,106,107,103
CCOC(=O)c1nc2c(C#N)cccn2c1C(=O)c1ccc(Br)cc1,92,90,90,87,98,99,89,99
CCOC(=O)c1cccnc1Nc1ccc(NC(=O)CC(C)C)cc1,120,111,93,103,103,102,96,100
C#CCOC(=O)C(N)CSSCC(N)C(=O)O (stereo unspecified),97,95,96,108,102,99,102,103
COc1cc(C2CC(c3cc(OC)c(OC)c(OC)c3)=NN2)ccc1O (stereo unspecified),.,103,232,94,119,92,113,89

Some values from the list:
Cc1nn(-c2nc(-c3ccccc3)c(C#N)c(=O)n2C)c(C)c1N=Nc1c(C)n(C)n(-c2ccccc2)c1=O in CCRF-CEM has 85
CN1CCC2CC1c1cc(-c3ccc(C(F)(F)F)cc3)ccc12 (stereo unspecified) in SR has 115
Cc1c([N+](=O)[O-])cc(C(=O)Cl)cc1[N+](=O)[O-] in RPMI-8226 has 99
COc1ccc(-c2nnc(-c3cccnc3)o2)cc1 in RPMI-8226 has 104
NC(=S)N/N=C(\c1ccc(Br)cc1)C1CC1 in HOP-92 has 93&83
COc1ccc(C=Nc2ccccc2O)cc1 in CCRF-CEM has 88

(continued)
SMILES,HOP-92,HOP-62,SR,K-562,EKVX,CCRF-CEM,MOLT-4,RPMI-8226
C[C@H](Nc1nc(N)nc(N)n1)c1nc2cccc(NCc3ccc(C(=O)NO)cc3)c2c(=O)n1-c1ccccc1,99,87,92,101,111,101,102,81
COc1cc(-c2ccc3cc(OC)c(OC)c(OC)c3c2)cc(OC)c1OC,.,61,4.3*,25,66,55,84,53
COc1ccc(-c2cc(-c3ccccc3)[nH]c(=O)c2C#N)cc1,72,86,74,82,86,85,77,78
COc1ccc(C(=O)N/N=C/c2ccc(F)c(Br)c2)cc1,125,109,106,99,100,107,106,108
COc1ccc(C(C#N)CC(=O)c2ccc(OC)c(OCc3ccccc3)c2)cc1OC (stereo unspecified),72,78,74,67,.,75,55,47
C1OC1CO[C@H]1CO[C@H]2[C@@H]1OC[C@H]2OCC1CO1 (stereo partly specified),.,108,92,98,99,94,93,90
COC(=O)C1=C/C(=C/Nc2ccccc2)C2=C1C(=O)C1C(O)=CC(C)=CC1O2 (stereo unspecified),78,79,84,97,95,92,98,82
COc1ccc(N=C(C)C2C(=O)c3ccccc3C2=O)cc1,86,81,82,82,79,94,86,84
Cc1oc2ncnc(Nc3cccc(F)c3)c2c1C(=O)NCCO,101,97,.,.,.,117,.,106
O=C(O)CN1C(=O)c2cccc([N+](=O)[O-])c2C1=O,.,95,92,84,.,98,98,110
Cn1c(=O)[nH]c(-c2cccc([N+](=O)[O-])c2)c(C#N)c1=O,103,90,.,97,93,95,100,105
COc1cc(O)c2c(=O)c(OC)c(-c3ccccc3)oc2c1,70,111,.,110,86,98,117,101

(more compounds)
SMILES,HOP-92,HOP-62,SR,K-562,EKVX,CCRF-CEM,MOLT-4,RPMI-8226
C#CC(O)c1cccc([N+](=O)[O-])c1 (stereo unspecified),109,98,103,97,101,114,108,114
O=C(NCc1ccco1)c1ccccc1I,.,103,96,94,97,59,92,84
O=C(Cc1ccccc1)Nc1ccc(Br)cc1,106,88,81,81,70,102,102,82
O=c1[nH]c(O)c(/C=C2\C=c3ccccc3=N\C2=N\c2nccs2)s1,101,92,73,101,94,99,98,110
Cn1ncc2c(c1=O)-n1nc(CN3CCCC3)cc1-c1ccccc1O2,.,106,90,105,104,91,77,89
O=[N+]([O-])c1ccc(-c2nc(Cl)c3c(n2)CCCC3)o1,85,64,45,73,.,87,93,85
CC(=O)Nc1nonc1-n1nnc(-c2csc(N)n2)c1C,91,103,100,108,111,92,99,93
CCOC(=O)CCc1ccc(C(C)=O)cc1,110,99,102,102,105,102,104,107
CC(C)C(C(=O)NCCCN1CCOCC1)N1C(=O)/C(=C/c2ccc(Br)cc2)SC1=S (stereo unspecified),80,102,111,103,107,88,105,95
N#CC1OC(COC(=O)c2ccccc2)C(OC(=O)c2ccccc2)C1OC(=O)c1ccccc1 (stereo unspecified),97,106,88,100,.,93,99,99
N#C/C(=C\c1cccc2ccccc12)C(=O)Nc1sc2c(c1C#N)CCC2,69,94,91,100,93,100,101,87
N#Cc1nc(-c2ccccc2)oc1N1CC[C@H](CO)C1,77,99,92,98,94,102,100,96

Carrying on.
SMILES,HOP-92,HOP-62,SR,K-562,EKVX,CCRF-CEM,MOLT-4,RPMI-8226
C[N+]1(C)C2CCC1CC(OC(=O)C(O)c1ccccc1)C2 (stereo unspecified),99,80,104,109,102,102,93,109
CCc1ccc(CCC(=O)Nc2ncc(Cc3ccccc3)s2)o1,88,23,23,12,36,19,22,29
CC(C)N1CCC(CC(O)(c2ccccc2)c2ccccc2)C1 (stereo unspecified),86,97,96,89,95,.,101,87
CS(=O)(=O)Nc1ccc(C(=O)CCN2CCCCCC2)cc1,107,101,25,146,89,110,138,84
N#CCSc1nnc2n(Cc3ccccc3)c(=O)c3c4c(sc3n12)CCCC4,71,92,95,70,94,86,91,-61*
COc1ccc(/C=N/NC(=O)c2[nH]c(=O)c3c(=O)[nH]c(-c4ccccc4)cc3c2O)cc1,.,98,97,106,.,81,96,88
CN=C(NC)c1ccc(NC(=O)c2ccc(C(=O)Nc3ccc(C(=NC)NC)cc3)c(N)c2)cc1,.,99,99,.,92,97,96,96
O=C(Cn1nncc1CN1C(=O)CSC1=O)Nc1cccc(O)c1,110,101,115,104,94,114,108,112
CCN(CC)Cc1cc(Nc2c3ccccc3nc3cc(Cl)ccc23)ccc1O,-33*,-65*,-37*,-41*,-55*,-12*,-29*,-21*
Brc1ccc(-c2csc(Nc3ccccn3)n2)cc1,73,85,69,57,70,75,83,68
c1ccc2c(c1)nc(-n1ccnc1)c1nc3ccccc3n12,81,48,.,88,74,78,75,78
O=C(c1ccccc1)c1cccs1,87,103,125,114,100,.,116,110

Only K-562, for some of the entries so far:
molecule,K-562
CCN(CC)Cc1cc(Nc2c3ccccc3nc3cc(Cl)ccc23)ccc1O,-41*
Brc1ccc(-c2csc(Nc3ccccn3)n2)cc1,57
c1ccc2c(c1)nc(-n1ccnc1)c1nc3ccccc3n12,88

Next section
SMILES,HOP-92,HOP-62,SR,K-562,EKVX,CCRF-CEM,MOLT-4,RPMI-8226
CC(C(=O)NO)N1C(/N=C/c2ccccc2)=NNC1(C)c1ccccc1O (stereo unspecified),78,68,103,87,97,70,77,90
CNC(=O)c1cc(Oc2ccc3nc(NC(=O)c4cc(-n5cnc(C)c5)cc(C(F)(F)F)c4)sc3c2)ccn1,91,103,96,91,99,97,101,100
C=CCn1c(SCC(=O)Nc2ccc(C(=O)/C=C/c3ccc(C)cc3C)cc2)nnc1-c1c[nH]c2ccccc12,101,103,88,79,69,96,85,79
COc1ccc(-c2c(-c3nc4ccc(N5CCOCC5)cc4[nH]3)[nH]c(C)c2C(C)=O)cc1,49,31,48,35,42,43,52,3.6*
COC(=O)C1=C(C(=O)c2ccc(OC)c(OC)c2)C(c2cc(OC)c(OC)c(OC)c2)C(C#N)=C(N)O1 (stereo unspecified),88,99,91,101,102,95,99,96

Bioassay records from PubChem BioAssay.
